# M. tuberculosis: growth inhibition of non-replicating M. tuberculosis (AID 488890); 320,000 compounds, 0.39% hits; Mycobacterium tuberculosis non-replicating, growth inhibition; higher % means a stronger effect; one-dose inhibition, % at 25 µM; IC50 in µM for titrated hits; in the data active = a potency from the dose series; inconclusive = inhibition mostly from about 82% at the one dose, without a potency; inactive = the rest, 99 in 100 with inhibition below about 76%;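 note: plate controls were DMSO cells for no effect and high antibiotic wells for full effect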
# H37Rv inhibition: M. tuberculosis growth inhibition, HTS (AID 449762); M. tuberculosis H37Rv growth inhibition, 7H9 media; higher % means a stronger effect; one-dose inhibition, % at 25 µM; IC50 in µM for titrated hits; 330,000 compounds, 0.59% hits; in the data active = a potency from the dose series; inconclusive = inhibition above about 70% without an active follow-up result;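 note: bacterial growth assessed after seven days of incubation; strong numbers were not always called active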
# influenza NS1A: H1N1 influenza NS1A inhibitors, functional cell based assay (AID 504329); NS1A functional cell-based assay, percent inhibition; higher % means a stronger effect; one-dose inhibition, % at 12.5 µM; IC50 in µM for titrated hits; 340,000 compounds, 0.3% hits; in the data active = a potency from the dose series; inconclusive = inhibition above about 27% without an active follow-up result; note: strong numbers were not always called active
# Salmonella PhoP GFP: Inhibition of PhoP regulon, Salmonella typhi GFP reporter cells, confirmation, 4 h (AID 1850); 310,000 compounds, 0.33% hits; Salmonella Typhi PhoP-promoter GFP reporter, fluorescence, 4 h; higher % means a stronger effect; inhibition, % at 50 µM; hits with a dose series show IC50 in µM; in the data active = a potency from the dose series; inconclusive = inhibition mostly from about 25% at the one dose, without a potency; inactive = the rest, 99 in 100 with inhibition below about 19%;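 note: 0% = induced wells with vehicle and 100% = uninduced wells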
# inhibitors of VEEV: inhibitors of VEEV TC-83 cytopathic effect, confirmation, Vero cells (AID 588727) | Vero cells, VEEV TC-83 cytopathic effect inhibition; higher % means a stronger effect | inhibition, % at 20 µM, or IC50 in µM where a hit was titrated | 350,000 compounds, 0.13% hits; in the data active = a potency from the dose series; inconclusive = inhibition mostly from about 14% at the one dose, without a potency; inactive = the rest, 99 in 100 with inhibition below about 12%; note: strong numbers were not always called active
# inhibitors of VEEV 10K pilot screen: second read-out of inhibitors of VEEV, no call of its own (marks repeat the call); inhibition, %; measured here: 10K pilot screen inhibition
# Numbers without * were called inactive; i = inactive; u = inconclusive; x = no result given.
SMILES,M. tuberculosis,H37Rv inhibition,influenza NS1A,Salmonella PhoP GFP,inhibitors of VEEV,others
Cc1ccc(CNc2nc3ccccc3n3nnnc23)cc1,-6%,4%,3%,-1%,6.5%,
COc1cccc(C(=O)N/N=C(\C)CC(=O)Nc2ccc(N(C)C)cc2)c1,18%,11%,4%,1%,0.7%,
CC(=O)N1CCOc2ccc(S(=O)(=O)N3CCN(c4cc(C)ccc4C)CC3)cc21,14%,7%,-3%,1%,i,
CCOc1ccc(NC(=O)CC(=O)Nc2ccc(OCC)cc2)cc1,69%,-9%,-3%,-4%,1.6%,
O=C(CSc1n[nH]c(=O)[nH]c1=O)c1ccc([N+](=O)[O-])cc1,9%,-4%,15%,-19%,0.6%,
COc1ccccc1NC(=O)CCN1C(=O)/C(=C/c2cc(OC)c(OC)c(OC)c2)SC1=S,-9%,1%,-23%,-2%,0.6%,
O=C(Nc1sc2c(c1C(=O)O)CCC2)c1ccccc1,64%,-4%,-1%,-5%,7.4%,
CCN(CC)S(=O)(=O)c1ccc(C)c(NC(=O)CNCCN(C(C)C)C(C)C)c1,-2%,9%,20%,2%,4.9%,
Cc1cc(CNC(=O)c2cccc([N+](=O)[O-])c2)c2ccccc2n1,10%,-1%,-8%,6%,1.3%,
CC1CN/C(=C\C(=O)c2ccccc2)C(=O)N1 (configuration not stated),-8%,-3%,9%,1%,i,
Cc1c(O)c(=O)ccn1C,0%,-5%,-1%,-4%,1.9%,
Cc1nonc1C(=O)N1CCCC(Nc2ccc(C(C)C)cc2)C1 (configuration not stated),11%,6%,6%,2%,i,
O=C(CN1CCN(Cc2ccccc2)CC1)Nc1ccc2c(c1)CCC2,34%,0%,6%,6%,i,
COc1ccc(CNc2oc(COc3ccccc3)nc2C#N)cc1,32%,0%,0%,-5%,5.3%,
Cn1c(=O)c2c(ncn2CCNC2=NCCCCC2)n(C)c1=O,-9%,-5%,-1%,-2%,i,
CCC(CO)Nc1ccc(-c2nn(C)c(=O)c3ccccc23)cc1[N+](=O)[O-] (configuration not stated),20%,4%,9%,0%,0.3%,
CCOC(=O)Cn1c(=O)n(C2CCCC2)c(=O)c2ccccc21,25%,1%,-7%,-6%,0.5%,
COc1ccc(NC(=O)C2CCC(N3C(=O)C4CCCCC4C3=O)CC2)cc1 (configuration not stated),5%,2%,7%,9%,6.0%,
CN(C)CCCN(C(=O)c1ccc(S(=O)(=O)N(C)Cc2ccccc2)cc1)c1nc2cc3c(cc2s1)OCO3,37%,34%,5%,-6%,u,
CCOc1ccccc1NC(=O)c1cc(-c2cc(OC)c(OC)c(OC)c2)nc2ccccc12,32%,15%,6%,6%,11%,
Cc1ccc(NC(=O)COC(=O)Cc2csc(-c3ccc(Cl)cc3)n2)cc1C,62%,-9%,7%,0%,0.2%,
Cc1cc2ccccc2n2c(SCC(=O)NCC3CCCO3)nnc12 (configuration not stated),-11%,6%,x,-7%,x,
Cc1cc(N2CC(C)OC(C)C2)n2cc(-c3ccccc3)nc2n1 (configuration not stated),-7%,-5%,-1%,7%,6.9%,
CCCn1nc(NS(=O)(=O)c2ccccc2)c2cc3cc(C)ccc3nc21,-11%,4%,-8%,-3%,2.1%,
CC(=O)N1CCC(C(=O)NC2CCCc3c2cnn3-c2cc(F)cc(F)c2)CC1 (configuration not stated),4%,-1%,16%,-11%,0.7%,
COc1ccc(OCCNC(=O)C(Cc2c[nH]c3ccccc23)NC(C)=O)cc1 (configuration not stated),-8%,-5%,-2%,-16%,2.0%,
O=C(O)c1cccc(CSc2nnc(-c3cccnc3)o2)c1,x,x,-2%,x,0.2%,
CCCc1nnc(NC(=O)CCC(=O)N2CCC(Cc3ccccc3)CC2)s1,43%,2%,7%,1%,i,
O=C(Nc1cccnc1)c1ccc(CN2CCc3ccccc3C2)cc1,12%,-7%,2%,7%,1.2%,
O=C(OCC(=O)c1ccc[nH]1)c1ccc(C(F)(F)F)cc1,62%,10%,-21%,x,0.5%,
CC(=O)Nc1ccc(-c2cc(C(=O)O)c3ccccc3n2)cc1,3%,-2%,-3%,-9%,i,
COCc1ccc(C(=O)NC(C)c2cnn(-c3ccccc3C)c2C)o1 (configuration not stated),6%,-12%,-12%,-5%,1.1%,
Cc1cc(C)c(C#N)c(SCc2ccccc2[N+](=O)[O-])n1,-7%,0%,8%,-4%,0.9%,
Cc1ccc(NC(=O)Cc2nnc(SCC(=O)Nc3ccc(N4CCOCC4)cc3)n2C)cc1,13%,7%,-2%,7%,1.3%,
Cc1cc(Cl)ccc1NC(=O)CN1C(=O)C(=O)N(C2CCCC2)C1=O,-17%,-17%,-3%,x,4.0%,
COc1ccc(N=Cc2cc3c(cc2O)OC(N)=C(C#N)C3c2ccccc2)cc1 (configuration not stated),62%,49%,9%,-3%,1.1%,
COC(=O)C1=C(c2ccccc2OCc2ccccc2)C[C@@H]2CC[C@H]1N2C(=O)NCc1ccc(Br)cc1,22%,5%,-1%,x,1.4%,
CCOC(=O)CSc1n[nH]c(NC(C)=O)n1,-14%,6%,-4%,-11%,i,
CC(/C=N\NC(=O)CN1CCN(Cc2ccccc2)CC1)=C\c1ccco1,8%,-6%,0%,-6%,0.3%,
COC(CNC(=O)c1cccc(-n2c(=S)[nH]c3cc(Cl)ccc3c2=O)c1)OC,8%,-5%,-5%,9%,1.0%,
CC1(C)OC2OC(C(=O)N/N=C/c3cc(Br)ccc3O)C3OC(C)(C)OC3C2O1 (configuration not stated),-13%,4%,4%,-2%,2.1%,
CCOC(=O)c1c(C)n(C)c2cc(CN(C)C)c(O)c(S(=O)(=O)c3ccccc3)c12,-14%,-6%,-9%,9%,0.6%,
CCCCc1nc2cc(C(=O)N3CCNC(=O)C3CC(=O)OC)ccc2o1 (configuration not stated),-8%,-4%,-10%,-5%,1.6%,
CCCCCCCOc1ccc(C(=O)Nc2cccnc2)cc1,69%,68%,-5%,-2%,1.0%,
O=C1CSC(=S)N1/N=C/C=C/c1ccccc1,75%,2%,-2%,20%,0.1%,
CC(C)N1CCN(S(=O)(=O)c2ccc3ccccc3c2)CC1,-3%,-11%,-2%,2%,i,
CCOc1ccc2nc(SC3CC(=O)N(c4ccc(C)cc4)C3=O)sc2c1 (configuration not stated),34%,69%,24%,-1%,i,
COc1ccc(-n2c(=O)c3c4c(sc3n(CC(=O)NCc3ccco3)c2=O)CCC4)c(OC)c1,10%,1%,-2%,0%,6.2%,
Cc1ccc(S(=O)(=O)Oc2cccc(N3C(=O)C4CC=CCC4C3=O)c2)cc1 (configuration not stated),-3%,-8%,18%,-6%,i,
O=C(CCNS(=O)(=O)c1cccs1)N1CCN(c2ccc(F)cc2)CC1,22%,0%,-1%,8%,1.1%,
COc1ccc(-n2nc3ccc(NS(C)(=O)=O)cc3n2)cc1Cl,7%,4%,4%,-3%,3.2%,
COC(=O)c1ccc(OS(=O)(=O)N(C)C)cc1,58%,9%,6%,-6%,i,
Nc1nnnn1/N=C/c1cccc(Oc2ccccc2)c1,-2%,-10%,3%,-7%,2.4%,
CCOC(=O)CN1C(=O)NC(C)(c2ccc(OC(F)F)cc2)C1=O (configuration not stated),-18%,-14%,7%,13%,4.4%,
Cn1cccc1C(=O)Nc1ccc(N2CCOCC2)cc1,-7%,-5%,0%,x,1.8%,
Cc1cc(O)ccc1N/C=C/c1onc(C)c1[N+](=O)[O-],14%,-2%,-10%,3%,0.7%,
CN(C)c1cccc(C(=O)Nc2ccc3nc4n(c(=O)c3c2)CCCCC4)c1,x,-6%,36%,2%,10%,
CN(C)CCCNc1cc(C(C)(C)C)nc2c(-c3ccc(Cl)cc3)cnn12,5.2µM*,u,-2%,19µM*,i,
CC(=O)c1cccc(Nc2cc(C)nc3c(C)cc(C)cc23)c1,43%,6%,-2%,-3%,1.4%,
COC(=O)c1ccc(CN2CCc3ccccc32)cc1,1%,-13%,2%,1%,0.3%,

# Arranged by SMILES length (descending): part of the list above
SMILES,M. tuberculosis,H37Rv inhibition,influenza NS1A,Salmonella PhoP GFP,inhibitors of VEEV,others
COC(=O)C1=C(c2ccccc2OCc2ccccc2)C[C@@H]2CC[C@H]1N2C(=O)NCc1ccc(Br)cc1,22%,5%,-1%,x,1.4%,
COc1ccc(-n2c(=O)c3c4c(sc3n(CC(=O)NCc3ccco3)c2=O)CCC4)c(OC)c1,10%,1%,-2%,0%,6.2%,
CCOC(=O)c1c(C)n(C)c2cc(CN(C)C)c(O)c(S(=O)(=O)c3ccccc3)c12,-14%,-6%,-9%,9%,0.6%,
CC1(C)OC2OC(C(=O)N/N=C/c3cc(Br)ccc3O)C3OC(C)(C)OC3C2O1 (configuration not stated),-13%,4%,4%,-2%,2.1%,
COC(CNC(=O)c1cccc(-n2c(=S)[nH]c3cc(Cl)ccc3c2=O)c1)OC,8%,-5%,-5%,9%,1.0%,
Cc1ccc(S(=O)(=O)Oc2cccc(N3C(=O)C4CC=CCC4C3=O)c2)cc1 (configuration not stated),-3%,-8%,18%,-6%,i,
CN(C)c1cccc(C(=O)Nc2ccc3nc4n(c(=O)c3c2)CCCCC4)c1,x,-6%,36%,2%,10%,
CN(C)CCCNc1cc(C(C)(C)C)nc2c(-c3ccc(Cl)cc3)cnn12,5.2µM*,u,-2%,19µM*,i,
O=C(CCNS(=O)(=O)c1cccs1)N1CCN(c2ccc(F)cc2)CC1,22%,0%,-1%,8%,1.1%,
CCCCc1nc2cc(C(=O)N3CCNC(=O)C3CC(=O)OC)ccc2o1 (configuration not stated),-8%,-4%,-10%,-5%,1.6%,
CCOC(=O)CN1C(=O)NC(C)(c2ccc(OC(F)F)cc2)C1=O (configuration not stated),-18%,-14%,7%,13%,4.4%,
COc1ccc(-n2nc3ccc(NS(C)(=O)=O)cc3n2)cc1Cl,7%,4%,4%,-3%,3.2%,
Cc1cc(O)ccc1N/C=C/c1onc(C)c1[N+](=O)[O-],14%,-2%,-10%,3%,0.7%,
CC(C)N1CCN(S(=O)(=O)c2ccc3ccccc3c2)CC1,-3%,-11%,-2%,2%,i,
Cn1cccc1C(=O)Nc1ccc(N2CCOCC2)cc1,-7%,-5%,0%,x,1.8%,
COC(=O)c1ccc(CN2CCc3ccccc32)cc1,1%,-13%,2%,1%,0.3%,
O=C1CSC(=S)N1/N=C/C=C/c1ccccc1,75%,2%,-2%,20%,0.1%,
CCOC(=O)CSc1n[nH]c(NC(C)=O)n1,-14%,6%,-4%,-11%,i,

# (listing goes on)
SMILES,M. tuberculosis,H37Rv inhibition,influenza NS1A,Salmonella PhoP GFP,inhibitors of VEEV,others
CCN(C(=O)C1CCN(S(=O)(=O)c2cccc3nonc23)CC1)c1ccccc1,0%,-3%,6%,9%,0.8%,inhibitors of VEEV 10K pilot screen=0.8
C[C@H](NC(=O)c1[nH]cnc1C(=O)Nc1cccc(Cl)c1)c1ccccc1,u,49%,-7%,x,1.2%,
Cc1ccc(OS(=O)(=O)c2ccc(-c3csc(C)n3)s2)c(C)c1,18%,2%,14%,5%,9.6%,
O=S(=O)(NCc1ccccc1Br)c1cccs1,-2%,3%,10%,-3%,1.2%,
OCCNC(=S)Nc1ccc(Cl)c(Cl)c1,41%,3%,-5%,-4%,1.4%,

# Screens: PubChem BioAssay, Southern Research Specialized Biocontainment Screening Center
